Assay outcomes as filed in PubChem.
PfHsp40 yeast: restores yeast growth despite PfHsp40 toxicity; 340,000 tested, 0.68% active; S. cerevisiae expressing PfHsp40, growth rescue, ATP luminescence; growth rescue, % at 12.5 µM; in the data active = growth rescue above about 28%, passing the limit was not always enough;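 also: yeast W303a lacking pdr1 and pdr3 grown in galactose medium; growth measured after three days at 30 °C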
UGM FP inh: inhibitors of M. tuberculosis UDP-galactopyranose mutase; P9WIQ1; purified UGM, fluorescence polarization probe displacement; inhibition, % at 10 µM; 320,000 tested, 0.06% active; AID 504406; in the data active = inhibition above about 10%, passing the limit was not always enough
BioA inh: blocks M. tuberculosis BioA enzyme activity; inhibition, % at 9.99 µM; AID 602481; 360,000 tested, 0.096% active; purified M. tuberculosis BioA enzyme, plate reader; in the data active = inhibition above about 40%
FadD28 FP inh: inhibitors of Mycobacterium tuberculosis FadD28 bisubstrate binding. AID 588549. inhibition, % at 12.5 µM. 360,000 tested, 0.22% active. FadD28 bisubstrate probe binding, fluorescence polarization; in the data active = inhibition above about 8.5%, passing the limit was not always enough
Yp Topo-I inh: blocks Yersinia pestis topoisomerase I activity. Y. pestis Topo-I cleavage product accumulation, plate reader. activity, % at 10 µM. 360,000 tested, 0.064% active; in the data active = activity above about 50%, passing the limit was not always enough; also: inactives centre near 2
BH1578 lux ind: inducers of Vibrio cholerae quorum light production without autoinducers | 350,000 tested, 0.16% active | activation, % at 18.7 µM | V. cholerae BH1578 lux reporter, luminescence, 6 h; in the data active = activation mostly above about 9.7%, no sharp cut-off; also: not every result past the cut was called active; inactives centre near 0; reference of the scale not given here
Mtb FBA inh: Mtb fructose-bisphosphate aldolase inhibition. purified M. tuberculosis FBA, fluorescence read-out. inhibition, % at 1 µM. 360,000 tested, 2.3% active. AID 588726; in the data active = inhibition above about 27%;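 also: 0% = vehicle and 100% = reference inhibitor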
GDH-TPI counter: inhibits GDH-TPI coupling enzymes, artifact for Mtb FBA screen | GDH-TPI coupled enzyme counterscreen, NADH absorbance | inhibition, % at 4.8 µM | 360,000 tested, 1.2% active | AID 588335; in the data active = inhibition above about 30%;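 also: 0% = DMSO wells and 100% = wells lacking the enzyme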
TcdB inh: TcdB glycohydrolase inhibition; 350,000 tested, 0.24% active; P18177; AID 652162; inhibition, % at 9.99 µM; TcdB glycohydrolase enzymatic assay, plate reader; in the data active = inhibition above about 10%
Target sequence (P18177 whole entry, looked up): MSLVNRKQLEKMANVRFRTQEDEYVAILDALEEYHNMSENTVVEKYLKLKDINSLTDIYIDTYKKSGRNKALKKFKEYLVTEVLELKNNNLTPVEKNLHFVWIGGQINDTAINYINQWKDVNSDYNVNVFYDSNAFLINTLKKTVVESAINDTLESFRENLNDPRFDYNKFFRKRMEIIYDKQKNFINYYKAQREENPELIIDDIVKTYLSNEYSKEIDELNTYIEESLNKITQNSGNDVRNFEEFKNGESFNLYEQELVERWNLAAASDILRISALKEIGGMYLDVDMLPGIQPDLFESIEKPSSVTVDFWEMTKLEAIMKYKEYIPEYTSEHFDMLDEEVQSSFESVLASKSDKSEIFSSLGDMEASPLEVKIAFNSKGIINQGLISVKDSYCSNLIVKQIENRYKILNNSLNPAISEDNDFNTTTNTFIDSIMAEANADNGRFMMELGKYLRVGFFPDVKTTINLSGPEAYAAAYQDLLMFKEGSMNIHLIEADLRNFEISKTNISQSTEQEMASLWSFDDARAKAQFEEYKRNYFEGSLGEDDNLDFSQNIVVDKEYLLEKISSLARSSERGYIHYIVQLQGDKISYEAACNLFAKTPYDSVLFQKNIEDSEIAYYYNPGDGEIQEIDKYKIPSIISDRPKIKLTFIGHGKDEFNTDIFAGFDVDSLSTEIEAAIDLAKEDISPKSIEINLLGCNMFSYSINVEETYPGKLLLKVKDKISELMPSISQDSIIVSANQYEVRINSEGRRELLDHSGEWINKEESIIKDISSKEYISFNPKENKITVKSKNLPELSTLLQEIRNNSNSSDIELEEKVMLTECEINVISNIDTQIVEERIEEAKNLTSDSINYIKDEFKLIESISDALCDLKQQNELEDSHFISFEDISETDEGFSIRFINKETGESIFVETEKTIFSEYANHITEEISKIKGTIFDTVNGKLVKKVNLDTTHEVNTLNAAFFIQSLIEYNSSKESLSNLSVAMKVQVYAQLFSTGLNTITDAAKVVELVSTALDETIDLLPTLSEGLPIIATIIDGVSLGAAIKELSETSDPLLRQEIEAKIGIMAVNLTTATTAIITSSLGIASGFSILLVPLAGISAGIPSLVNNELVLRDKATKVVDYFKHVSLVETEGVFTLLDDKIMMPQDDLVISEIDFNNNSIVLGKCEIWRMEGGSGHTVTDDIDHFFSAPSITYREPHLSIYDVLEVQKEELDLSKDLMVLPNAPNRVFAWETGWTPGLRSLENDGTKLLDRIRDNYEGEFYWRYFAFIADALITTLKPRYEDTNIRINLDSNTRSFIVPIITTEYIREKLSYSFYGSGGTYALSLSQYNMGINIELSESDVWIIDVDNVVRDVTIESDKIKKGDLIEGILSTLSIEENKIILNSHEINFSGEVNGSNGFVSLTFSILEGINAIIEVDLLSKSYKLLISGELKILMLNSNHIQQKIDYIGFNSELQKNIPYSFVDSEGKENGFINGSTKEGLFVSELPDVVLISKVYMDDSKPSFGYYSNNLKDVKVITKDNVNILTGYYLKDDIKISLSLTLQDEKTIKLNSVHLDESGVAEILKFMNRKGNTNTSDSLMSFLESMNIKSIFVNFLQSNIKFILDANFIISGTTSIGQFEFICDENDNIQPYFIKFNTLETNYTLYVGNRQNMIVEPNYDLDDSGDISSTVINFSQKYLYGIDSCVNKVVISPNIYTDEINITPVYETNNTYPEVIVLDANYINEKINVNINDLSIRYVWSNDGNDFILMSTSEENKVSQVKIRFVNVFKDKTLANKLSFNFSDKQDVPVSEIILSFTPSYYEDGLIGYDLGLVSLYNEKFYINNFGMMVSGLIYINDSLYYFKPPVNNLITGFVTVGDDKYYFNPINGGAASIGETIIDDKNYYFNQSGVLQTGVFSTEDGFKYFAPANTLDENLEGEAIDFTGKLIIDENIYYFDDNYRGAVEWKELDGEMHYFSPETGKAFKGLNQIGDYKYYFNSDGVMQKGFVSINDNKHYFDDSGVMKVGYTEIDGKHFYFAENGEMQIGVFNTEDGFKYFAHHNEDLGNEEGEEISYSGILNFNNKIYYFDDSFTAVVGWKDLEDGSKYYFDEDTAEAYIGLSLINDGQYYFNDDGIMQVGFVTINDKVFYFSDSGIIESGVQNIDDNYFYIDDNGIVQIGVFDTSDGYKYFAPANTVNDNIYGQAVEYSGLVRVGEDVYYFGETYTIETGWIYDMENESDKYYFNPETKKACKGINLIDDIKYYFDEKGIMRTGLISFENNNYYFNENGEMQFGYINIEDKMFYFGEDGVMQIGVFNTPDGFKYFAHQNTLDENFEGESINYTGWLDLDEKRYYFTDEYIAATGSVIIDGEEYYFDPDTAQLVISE
An asterisk follows results filed as active; & = joins results of further samples.

`Cc1ccccc1N1C(=O)CC(N2CCN(C(=O)c3ccco3)CC2)C1=O` (configuration not stated) gave PfHsp40 yeast 1.0, UGM FP inh 3.5, BioA inh 0.0, FadD28 FP inh -2.4, Yp Topo-I inh 6, BH1578 lux ind inactive, Mtb FBA inh -1, GDH-TPI counter 5 and TcdB inh 1.6.
CC1CN(C)C(C)CC1NCc1ccc2c(c1)OCO2 (configuration not stated) was read as PfHsp40 yeast 0.2, UGM FP inh -0.2, BioA inh 2.2, FadD28 FP inh -0.2, Yp Topo-I inh -13, BH1578 lux ind -0.4, Mtb FBA inh -7 and GDH-TPI counter 9.
For C[C@@H]1CN([C@H](C)CO)C(=O)CCCn2nncc2CO[C@@H]1CN(C)S(=O)(=O)c1ccc2c(c1)OCCCO2 the results were BioA inh -0.1&-3.0, FadD28 FP inh -4.8, Yp Topo-I inh 13, BH1578 lux ind -0.4, Mtb FBA inh -2, GDH-TPI counter 1 and TcdB inh 1.6&-1.3.
Screening CCOC(=O)C1=C(c2ccccc2)Nc2ncnn2C1c1ccc(O)cc1 (configuration not stated) returned PfHsp40 yeast -0.5, UGM FP inh 1.5, FadD28 FP inh -2.0, Yp Topo-I inh 3, BH1578 lux ind -0.5, Mtb FBA inh 5, GDH-TPI counter 21 and TcdB inh 0.0.
Cc1ccc2nc(SCC(=O)NCC3CCCO3)c(C#N)cc2c1 (configuration not stated) was read as PfHsp40 yeast 0.2, UGM FP inh -1.2, BioA inh -1.8, FadD28 FP inh -1.8, Yp Topo-I inh -3, BH1578 lux ind -0.4, Mtb FBA inh 6 and GDH-TPI counter 8.
O=C(c1ccco1)N1CCN(S(=O)(=O)c2cccc(C(F)(F)F)c2)CC1 was read as PfHsp40 yeast -2.3, UGM FP inh -1.3, BioA inh -1.0, FadD28 FP inh -0.9, Yp Topo-I inh -6, BH1578 lux ind -0.4, Mtb FBA inh 0 and GDH-TPI counter 15.
Screening Cc1ccc(/C=C/C(=O)N2CCC(Cc3ccccc3)CC2)cc1 returned PfHsp40 yeast 2.0, UGM FP inh 1.8, FadD28 FP inh 0.5, Yp Topo-I inh 51*, BH1578 lux ind inactive, Mtb FBA inh -1 and GDH-TPI counter 8.
For O=C(C[C@H]1C/C=C\C[C@H](NC(=O)OCC2c3ccccc3-c3ccccc32)C(=O)OC[C@H](Cc2ccccc2)NC1=O)N[C@H](CO)Cc1ccccc1 the results were PfHsp40 yeast -0.8, UGM FP inh 1.3, BioA inh -4.7, FadD28 FP inh -2.9, Yp Topo-I inh -1, BH1578 lux ind inactive, Mtb FBA inh 4 and GDH-TPI counter 5.
Screening c1ccc(C2=Nn3c(nnc3-c3n[nH]c4c3CCC4)SC2)cc1 returned PfHsp40 yeast 0.5, UGM FP inh 0.6, BioA inh -1.9, FadD28 FP inh -0.6, Yp Topo-I inh 10, BH1578 lux ind -0.6, Mtb FBA inh 0 and GDH-TPI counter 6.
`CCn1c(SCC(=O)Nc2nc(C)cs2)nnc1-c1ccco1` gave PfHsp40 yeast 0.2, UGM FP inh 1.1, BioA inh 4.0, FadD28 FP inh -1.4, Yp Topo-I inh 7, BH1578 lux ind -0.2, Mtb FBA inh 3 and GDH-TPI counter 0.
For CSc1nnc(C)c(/C=C/Nc2ccc(F)cc2F)n1 the results were PfHsp40 yeast -0.1, UGM FP inh 0.1, BioA inh 1.3, FadD28 FP inh -3.0, Yp Topo-I inh 18, BH1578 lux ind -1.0, Mtb FBA inh -4, GDH-TPI counter 2 and TcdB inh -0.8.
For CCOC(=O)C1(C)CCN1C(=O)c1ccc(OC)cc1OC (configuration not stated) the results were BioA inh -1.1, FadD28 FP inh 0.6, Yp Topo-I inh -4, BH1578 lux ind inactive, Mtb FBA inh 0, GDH-TPI counter -11 and TcdB inh 0.6.

The last 2 records of the section before are carried over, then new ones follow.
For CSc1nnc(C)c(/C=C/Nc2ccc(F)cc2F)n1 the results were PfHsp40 yeast -0.1, UGM FP inh 0.1, BioA inh 1.3, FadD28 FP inh -3.0, Yp Topo-I inh 18, BH1578 lux ind -1.0, Mtb FBA inh -4, GDH-TPI counter 2 and TcdB inh -0.8.
For CCOC(=O)C1(C)CCN1C(=O)c1ccc(OC)cc1OC (configuration not stated) the results were BioA inh -1.1, FadD28 FP inh 0.6, Yp Topo-I inh -4, BH1578 lux ind inactive, Mtb FBA inh 0, GDH-TPI counter -11 and TcdB inh 0.6.
CN1CCN(c2nc(-c3ccccc3)ncc2S(=O)(=O)c2ccccc2)CC1 was read as PfHsp40 yeast -1.1, UGM FP inh 0.9, FadD28 FP inh -2.1, Yp Topo-I inh 2, Mtb FBA inh 4, GDH-TPI counter 6 and TcdB inh 1.7.
`Cc1ccc(C(=O)NC2CCN(S(=O)(=O)c3ccc(C)cc3)CC2)cc1` gave PfHsp40 yeast 0.8, UGM FP inh -2.9, FadD28 FP inh -2.2, Yp Topo-I inh 2, BH1578 lux ind inactive, Mtb FBA inh 1, GDH-TPI counter 8 and TcdB inh 0.2.
O=C(NCCCN1CCOCC1)c1cc(C(=O)C2CCCCC2)c[nH]1 was read as PfHsp40 yeast 1.7, BioA inh -4.8, FadD28 FP inh -1.0, Yp Topo-I inh -3, BH1578 lux ind inactive, Mtb FBA inh -2, GDH-TPI counter -2 and TcdB inh 1.2.
For CCOc1cc(/C=N\NC(=O)c2ccc(NC(=O)C(C)(C)C)cc2)ccc1OC(=O)c1ccc(C)cc1 the results were PfHsp40 yeast -0.1, UGM FP inh 5.1, FadD28 FP inh -3.1, Yp Topo-I inh -6, BH1578 lux ind -0.2, Mtb FBA inh 2 and GDH-TPI counter 3.
For O=C(COC(=O)Cc1ccc(Cl)cc1Cl)Nc1ccccc1OC(F)F the results were PfHsp40 yeast 5.9, UGM FP inh -0.4, BioA inh -1.2, FadD28 FP inh -5.1, Yp Topo-I inh 29, BH1578 lux ind -0.8, Mtb FBA inh -2 and GDH-TPI counter -2.
Screening O=C1Nc2cc(Cl)c(Cl)cc2N(O)N1c1ccc(Cl)c(Cl)c1 returned PfHsp40 yeast 1.3, UGM FP inh 3.1, BioA inh 0.7, FadD28 FP inh -4.7, Yp Topo-I inh 4, BH1578 lux ind 0.2, Mtb FBA inh -1, GDH-TPI counter -2 and TcdB inh 1.2.
Screening CC1=NN(C(N)=S)C(=O)C1N=Nc1c(Br)cc(Br)cc1Br (configuration not stated) returned PfHsp40 yeast 1.3, UGM FP inh 1.0, BioA inh 0.7, FadD28 FP inh 3.8, Yp Topo-I inh -8, BH1578 lux ind inactive, Mtb FBA inh -3, GDH-TPI counter 16 and TcdB inh -1.0.
O=[N+]([O-])c1ccn(-c2nc(-c3cccs3)cc(C(F)(F)F)n2)n1 was read as PfHsp40 yeast -1.1, UGM FP inh 1.4, BioA inh 0.1, FadD28 FP inh -3.1, Yp Topo-I inh 0, BH1578 lux ind -0.4, Mtb FBA inh 2, GDH-TPI counter 29 and TcdB inh 1.6.
Screening CCOCCCN(C(=O)Cn1nnc(-c2ccc(OC)c(OC)c2)n1)C(CC)C(=O)NC1CCCC1 (configuration not stated) returned PfHsp40 yeast -1.7, UGM FP inh 1.6, FadD28 FP inh -2.3, Yp Topo-I inh 11, BH1578 lux ind -1.4, Mtb FBA inh -2, GDH-TPI counter 2 and TcdB inh 0.9.
Screening OC(CCCC(O)c1ccccc1)c1ccccc1 (configuration not stated) returned PfHsp40 yeast -0.4, BioA inh 0.9, FadD28 FP inh -2.6, Yp Topo-I inh 4, BH1578 lux ind 0.8, Mtb FBA inh -1, GDH-TPI counter -2 and TcdB inh 0.8.
`O=C1N=C(N2CCCC2)S/C1=C\c1cccc(Br)c1` gave PfHsp40 yeast -0.9, UGM FP inh -1.6, BioA inh 0.6, FadD28 FP inh -3.4, Yp Topo-I inh 25, BH1578 lux ind -0.1, Mtb FBA inh -4 and GDH-TPI counter 20.
`CC1=C(C(=O)N2CCCCCC2)CC(CC(=O)NCC2CCCCC2)C(=O)N1Cc1ccccc1` (configuration not stated) gave BioA inh -1.2, FadD28 FP inh -2.2, Mtb FBA inh -2 and TcdB inh 1.4.

Three structures from above, sorted by SMILES length, smallest number first.
CN1CCN(c2nc(-c3ccccc3)ncc2S(=O)(=O)c2ccccc2)CC1 was read as PfHsp40 yeast -1.1, UGM FP inh 0.9, FadD28 FP inh -2.1, Yp Topo-I inh 2, Mtb FBA inh 4, GDH-TPI counter 6 and TcdB inh 1.7.
`CC1=C(C(=O)N2CCCCCC2)CC(CC(=O)NCC2CCCCC2)C(=O)N1Cc1ccccc1` (configuration not stated) gave BioA inh -1.2, FadD28 FP inh -2.2, Mtb FBA inh -2 and TcdB inh 1.4.
For CCOc1cc(/C=N\NC(=O)c2ccc(NC(=O)C(C)(C)C)cc2)ccc1OC(=O)c1ccc(C)cc1 the results were PfHsp40 yeast -0.1, UGM FP inh 5.1, FadD28 FP inh -3.1, Yp Topo-I inh -6, BH1578 lux ind -0.2, Mtb FBA inh 2 and GDH-TPI counter 3.

New compounds follow.
`NCCSc1c(-c2ccc(Cl)cc2)[nH]c2ccccc12` gave PfHsp40 yeast 0.0, UGM FP inh -0.5, FadD28 FP inh -5.6, Yp Topo-I inh -24, BH1578 lux ind 2.4, Mtb FBA inh 10, GDH-TPI counter 6 and TcdB inh 1.3.
Screening CCOC(=O)c1ccc(NC(=S)N2CCN(CCO)CC2)cc1 returned PfHsp40 yeast -1.0, UGM FP inh 2.5, BioA inh -0.1, FadD28 FP inh -5.2, Yp Topo-I inh 0, BH1578 lux ind -1.9, Mtb FBA inh 0, GDH-TPI counter 3 and TcdB inh -0.1.
For Cc1cccc(C(=O)Nc2ccc3ccccc3c2)c1 the results were PfHsp40 yeast 5.2, UGM FP inh 0.2, BioA inh -0.3, FadD28 FP inh -4.6, Yp Topo-I inh -3, BH1578 lux ind inactive, Mtb FBA inh -3, GDH-TPI counter 15 and TcdB inh 2.9.
For CCN(CC(=O)NCc1cccs1)c1nnnn1-c1ccccc1 the results were PfHsp40 yeast -1.6, UGM FP inh 2.6, BioA inh -1.6, FadD28 FP inh -4.2, Yp Topo-I inh 6, BH1578 lux ind inactive, Mtb FBA inh 0 and GDH-TPI counter -5.
Screening Cc1cc(OCc2cc(C(=O)N(C)CCOc3ccccc3)no2)cc(C)c1Cl returned PfHsp40 yeast -1.0, UGM FP inh -0.6, BioA inh -2.5, FadD28 FP inh -2.0, Yp Topo-I inh 45, BH1578 lux ind -7.1, Mtb FBA inh -1, GDH-TPI counter 3 and TcdB inh 0.9.
`Nc1c(C(=O)c2ccccc2)oc2ccc([N+](=O)[O-])cc12` gave PfHsp40 yeast -2.3, UGM FP inh -2.2, FadD28 FP inh -0.9, Yp Topo-I inh 4, BH1578 lux ind -0.2, Mtb FBA inh 3, GDH-TPI counter 34* and TcdB inh 0.6.
Screening CC1=NCCc2c1[nH]c1cc(O)ccc21 returned PfHsp40 yeast -0.6, UGM FP inh 31*, BioA inh inactive, FadD28 FP inh -0.9, Yp Topo-I inh -11, BH1578 lux ind -0.3, Mtb FBA inh 74*, GDH-TPI counter 27 and TcdB inh 42*.
CC(C)NC(=O)CN(CCc1ccccc1)S(C)(=O)=O was read as PfHsp40 yeast 4.4, UGM FP inh 0.5, BioA inh 0.3, FadD28 FP inh -0.1, Yp Topo-I inh 2, BH1578 lux ind inactive, Mtb FBA inh -2 and GDH-TPI counter -8.
For Cc1ccc(-c2nnc(-c3ccc(NC(=O)Cc4cccs4)cc3)o2)cc1 the results were PfHsp40 yeast -1.0, UGM FP inh 0.1, BioA inh -0.2, FadD28 FP inh -2.1, Yp Topo-I inh 6, BH1578 lux ind -0.4, Mtb FBA inh 6, GDH-TPI counter 4 and TcdB inh -0.9.
C=CC[C@H]1C=C[C@@H](C(C(=O)OC)C(=O)OC)CN1C(C)=O was read as PfHsp40 yeast -1.7, BioA inh 0.6, FadD28 FP inh -1.4, Yp Topo-I inh 2, BH1578 lux ind -0.4, Mtb FBA inh 1, GDH-TPI counter 0 and TcdB inh 0.2.
For CCN(CC)S(=O)(=O)c1ccc(/C=C/C(=O)OCC(=O)Nc2cccc3ccccc23)cc1 the results were PfHsp40 yeast 0.7, UGM FP inh 0.1, BioA inh -2.0, FadD28 FP inh 2.8, Yp Topo-I inh 3, BH1578 lux ind 0.1, Mtb FBA inh 7, GDH-TPI counter 10 and TcdB inh -0.2.
For COc1ccc(/C=C2\Oc3cc(OCC(=O)N4CCC[C@H]4C(=O)O)ccc3C2=O)c(OC)c1OC the results were PfHsp40 yeast -0.2, UGM FP inh 0.1, BioA inh -1.1, FadD28 FP inh -0.8, Yp Topo-I inh 8, BH1578 lux ind -0.4, Mtb FBA inh -2, GDH-TPI counter 38* and TcdB inh 2.6.
